p47phox inh: blocks human p47phox regulatory protein of NADPH oxidases; P14598; p47phox/p22phox peptide binding, fluorescence polarization, 2 h; inhibition, % at 24.7 µM; actives 0.53% (n = 220,000); AID 1274;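 active means inhibition above about 30%, limit read from the data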;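 further: 0% = p47phox with labelled peptide and 100% = labelled peptide alone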
Target sequence (P14598 whole entry, looked up): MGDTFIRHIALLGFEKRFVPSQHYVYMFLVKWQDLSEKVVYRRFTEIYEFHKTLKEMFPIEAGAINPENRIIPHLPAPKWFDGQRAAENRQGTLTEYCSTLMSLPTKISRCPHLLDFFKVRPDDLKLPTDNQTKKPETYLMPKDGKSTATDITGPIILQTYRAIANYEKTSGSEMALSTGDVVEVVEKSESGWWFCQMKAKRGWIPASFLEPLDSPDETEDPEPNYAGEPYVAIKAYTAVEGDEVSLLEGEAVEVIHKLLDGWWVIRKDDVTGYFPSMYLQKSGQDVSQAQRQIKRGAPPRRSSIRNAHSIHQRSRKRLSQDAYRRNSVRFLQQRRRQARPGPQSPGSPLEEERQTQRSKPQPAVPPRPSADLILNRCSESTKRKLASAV
Tb hexokinase: blocks Trypanosoma brucei hexokinase 1 activity; recombinant TbHK1, G6PDH-coupled NADH A340; inhibition, % at 10 µM; actives 0.11% (n = 220,000); AID 1430;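 active means inhibition of 50% or more in the single-dose primary screen; inactive means inhibition below 50%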
zVAD death inh: L929 zVAD cell death inhibition; L929 zVAD necroptosis rescue, ATP luminescence, 24 h; with zVAD 60 µM; viability rescue, % at 10 µM; actives 0.38% (n = 220,000);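 active means activation, scaled between plate controls, above about 75%, limit read from the data; inactive means activation under that limit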;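 further: 0% = zVAD with DMSO and 100% = DMSO alone without zVAD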
14-3-3 Bad PPI: disrupts binding of bovine 14-3-3 zeta to phospho-Bad peptide; TR-FRET 14-3-3zeta/Dy647-pBad peptide displacement, 1 h; inhibition, % at 21.7 µM; actives 0.71% (n = 220,000);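 active means inhibition above about 70%, limit read from the data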;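 further: 0% = full 14-3-3 plus peptide FRET controls and 100% = background without 14-3-3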
Runt-SMMHC FRET: blocks binding of human RUNX1 Runt domain to CBFb-SMMHC. Q01196+Q13951. Cerulean-Runt/Venus-CBFb-SMMHC FRET ratio 530/480, 1 h. inhibition, % at 20 µM. actives 0.74% (n = 220,000). AID 1434;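 active means mean inhibition across duplicate retests at 20 µM reaching about 50%, limit read from the data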;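 further: 0% = DMSO wells and 100% = wells with excess untagged CBFb-SMMHC; inhibitors lower the FRET ratio by blocking Runt binding to CBFb-SMMHC; some results filed as inactive read as strong as hits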
Target sequence (Q01196 whole entry, looked up, the tested form may be a part): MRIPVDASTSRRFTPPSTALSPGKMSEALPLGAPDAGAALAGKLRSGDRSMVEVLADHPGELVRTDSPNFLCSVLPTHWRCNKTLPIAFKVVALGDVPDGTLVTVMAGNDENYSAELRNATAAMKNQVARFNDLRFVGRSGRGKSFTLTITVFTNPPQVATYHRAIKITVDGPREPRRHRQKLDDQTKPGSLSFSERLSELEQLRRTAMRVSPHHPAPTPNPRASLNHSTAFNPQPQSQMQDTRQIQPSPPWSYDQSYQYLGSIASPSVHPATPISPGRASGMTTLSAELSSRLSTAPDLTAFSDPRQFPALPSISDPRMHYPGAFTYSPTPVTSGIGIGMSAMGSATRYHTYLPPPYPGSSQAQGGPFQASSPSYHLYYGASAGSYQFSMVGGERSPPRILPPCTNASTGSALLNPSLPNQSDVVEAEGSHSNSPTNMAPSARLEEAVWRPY
Target sequence (Q13951 whole entry, looked up, the tested form may be a part): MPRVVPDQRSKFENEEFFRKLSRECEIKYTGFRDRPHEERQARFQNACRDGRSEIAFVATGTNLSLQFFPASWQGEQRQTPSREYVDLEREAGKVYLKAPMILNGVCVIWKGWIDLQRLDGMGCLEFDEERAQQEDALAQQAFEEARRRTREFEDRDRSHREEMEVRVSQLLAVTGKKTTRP
Runt-CBFb FRET: blocks binding of human RUNX1 Runt domain to CBFb; Q01196+Q13951; AID 1496; Cerulean-Runt/Venus-CBFb FRET ratio 530/480, 1 h; actives 0.46% (n = 220,000); inhibition, % at 20 µM;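 active means inhibition over about 50% at 20 µM in the single-dose screen, limit read from the data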;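 further: 0% = DMSO wells and 100% = excess unlabeled CBFb competitor control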
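Assay system: Cerulean-Runt domain / Medium: Tris 50 mM pH 7.5, KCl, K2SO4, 0.01% BSA / Timing: protein complex preformed 1 h, compound exposure 1 h, room temperature, dark / Measured by: FRET, excitation 422 nm, emission at 530 and 480 nm / Evaluation: loss of energy transfer signal / Control set: 5 µM unlabeled CBFb as full-inhibition high control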
Hck-Nef inh: human Hck-Nef kinase inhibition; P08631; Recombinant Hck-YEEI plus Nef, Z-Lyte FRET kinase assay; inhibition, % at 20 µM; actives 0.68% (n = 220,000); AID 463187;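 active means Hck-Nef kinase inhibition above about 50%, limit read from the data; inactive means inhibition below that limit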;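 further: 0% = DMSO with Hck plus Nef and 100% = Hck alone without Nef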
EBV gp42 inh: EBV gp42 inhibition; Q1HVG2; Fluorescence polarization binding assay, mP read-out; inhibition, % (tested at 21.74 µM); actives 0.42% (n = 220,000); AID 1085; in the data active means inhibition above about 50%
MDM2 E3 inh: blocks human Mdm2 ubiquitin ligase activity | Q00987 | cell-based MDM2 ubiquitination luciferase reporter, 2 h; 0 = plate control, 100 = twice control, blank-subtracted | signal enhancement, % at 5 µM | actives 0.11% (n = 210,000) | AID 1230;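 active means signal enhancement of 30% or more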;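 further: luminescence tracks abundance of the self-degrading MDM2-luciferase fusion protein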
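test system = mammalian cells stably expressing self-ubiquitinating, self-degrading MDM2 E3–luciferase fusion | quantity = 2000 cells/well | incubation = cell settling 4 h, compound treatment 2 h, both 37 °C | signal = luminescence with SteadyLite reagent, 15 min at room temperature | evaluation = % enhancement relative to plate controls after blank subtraction | benchmarks = plate controls and plate blanks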
The depositor's hits bear a star; x = not tested or not shown; [ ] = another dose, or the depositor's remark.

SMILES	p47phox inh	Tb hexokinase	zVAD death inh	14-3-3 Bad PPI	Runt-SMMHC FRET	Runt-CBFb FRET	Hck-Nef inh	EBV gp42 inh	MDM2 E3 inh
O=C(COC(=O)CN1C(=O)c2ccccc2C1=O)Nc1ccc(S(=O)(=O)N2CCCC2)cc1	-20	-2	-0.8	4	4	4	3	6	-5
CS(=O)(=O)c1ccc(C(=O)N2CCc3ccccc3C2)cc1	-4	3	1.4	-8	0	-2	12	-13	-4
CCc1cc(C(=O)OC)c(NC(=O)CC2SC(N)=NC2=O)s1 (centres undefined)	3	-9	-1.2	8	-5	1	18	-5	9
COc1ccc(-c2cc(C(=O)O)c3ccccc3n2)c(OC)c1	1	-17	0.2	2	-4	-1	-1	-11	-9
CCCCNC(=O)N1CCN(S(C)(=O)=O)CC1	-13	4	-0.6	0	-3	3	-6	3	-9
COc1ccc(NS(=O)(=O)c2cc([N+](=O)[O-])ccc2N/N=C\c2c(C)[nH]c3ccccc23)cc1	-20	-19	-0.6	0	-15	-12	4	-6	-7
Cc1cc(NC(=O)Nc2ccccc2F)ccc1Br	x	-7	34	-5	1	1	17	0	-4
O=C(O)C1CCC(N2C(=O)C3CCCCC3C2=O)CC1 (centres undefined)	9	-3	0.2	5	2	2	1	1	-1
COc1ccc(-c2cc(=O)n(-c3nc4ccccc4[nH]3)[nH]2)cc1	-7	-3	-0.1	-15	-7	6	-3	-5	-3
Cc1n[nH]c(=O)nc1NCc1ccco1	-9	3	-1.1	3	-6	1	3	-3	0
CC(=O)OCC1=C(C(=O)O)N2C(=O)C(NC(=O)CCn3nc(C(F)(F)F)c(Br)c3C3CC3)C2SC1 (centres undefined)	-16	10	-0.7	-4	1	2	60*	-6	x
O=C(Nc1ccc2[nH]c(=O)[nH]c2c1)c1cc(F)c(F)cc1Cl	-6	12	0.1	32	-2	3	23	5	x
Cc1nnc(NC(=O)CSc2nc(C(C)C)nc3ccccc23)s1	9	-2	0.2	x	3	1	0	-11	-14
COC(=O)c1ccccc1NC(=O)CN1CCC(n2nnc3cc(F)ccc32)CC1	-9	-8	-0.6	-8	3	1	1	-19	-5
O=C(c1cnc2n(c1=O)CCS2)N1CCN(c2ccc([N+](=O)[O-])cc2)CC1	-8	-16	0.2	0	0	-1	1	-8	-5
CC(=O)Nc1cccc(-c2csc(N)n2)c1	0	2	0.6	-10	3	2	2	6	x
O=C1CC(c2ccccc2)CC(O)=C1C=NCc1ccco1 (centres undefined)	-9	-5	0.2	4	-2	4	1	1	6
CC(NC(=O)c1ccc2c(c1)OCO2)C(c1cccs1)N1CCOCC1 (centres undefined)	5	1	0.0	-9	-2	-3	1	-8	-8
O=c1c2[nH]c3ccc(F)cc3c2ncn1CCN1CCOCC1	0	-4	1.1	-18	-2	-1	1	-25	-9
O=C1CCCC/C1=C/Nc1ccc(C(=O)O)cc1	-6	-19	-0.7	x	-2	3	1	-27	-15
COC(=O)C[N+](C)(C)C/C=C\c1ccccc1	-3	-1	0.9	-14	-2	1	-5	7	-5
O=C(Nc1cccc(O)c1)c1noc2c1CCCCC2	-5	-7	57	0[fluorescence artefact?]	4	-1	-2	10	-51
Cc1ccc(NC(=O)COC(=O)c2ccc3c(c2)NC(=O)C2CCCN32)cc1C (centres undefined)	-72	-14	90*	-8	-13	-1	3	-40	1
O=C(COC(=O)[C@@H]1CCCN1S(=O)(=O)c1ccccc1F)c1ccccc1	2	6	-1.2	-5	1	1	17	-8	-8
Cc1cccc(/C=C/c2nc3ccccc3c(=O)[nH]2)c1	7	-20	1.2	-3	1	0	27	2	-40

(listing goes on)
SMILES	p47phox inh	Tb hexokinase	zVAD death inh	14-3-3 Bad PPI	Runt-SMMHC FRET	Runt-CBFb FRET	Hck-Nef inh	EBV gp42 inh	MDM2 E3 inh
CC1CCN(S(=O)(=O)c2cccc(C(=O)N(C)C3CCS(=O)(=O)C3)c2)CC1 (centres undefined)	-2	0	0.0	-1	-5	2	2	-28	-1
OCCC1CN(Cc2c(O)ccc3ccccc23)CCN1CCc1ccccc1 (centres undefined)	2	-3	2.4	-1	0	2	5	2	-9
N=c1sccn1CC(=O)NCCc1ccc(Cl)cc1	0	6	0.0	-6	-2	2	0	-8	-22
CCCCn1c(CCC(=O)O)nc2c1c(=O)[nH]c(=O)n2CCC	-7	8	0.2	-1[fluorescence artefact?]	-2	2	-21	-9	-10
CCOC(=O)C(=O)N/N=C/c1cccc(Br)c1	-10	-9	-0.5	2	-1	2	15	-1	-1
Cc1[nH]c2ccc(C(=O)OCCN(C)C)cc2c1C	16	-1	-0.1	1[fluorescence artefact?]	3	-2	1	3	-14
O=Cc1cn(CC(=O)N2CCOCC2)c2ccccc12	4	3	-0.5	1	4	0	3	-4	-14
O=C(COc1ccc([N+](=O)[O-])cc1)N(Cc1ccccc1)Cc1ccccc1	0	20	-0.3	-12	-2	1	5	-11	-2
COC(=O)c1cc(NC2c3ncccc3C(=O)N2Cc2ccccc2)cc(C(=O)OC)c1 (centres undefined)	15	-11	-0.7	4	2	-2	0	4	0
O=C(/C=C/c1cccc([N+](=O)[O-])c1)NCCSc1ccccc1	2	0	0.5	8	-6	x	0	-11	7
CCOc1ccc(NC(=O)N2CCC(C(=O)c3ccc(F)cc3)CC2)cc1	7	7	0.7	8	-3	x	0	-4	-6
COc1ccc(C2C(C#N)=C(N)Oc3cc(C)n(Cc4ccncc4)c(=O)c32)cc1 (centres undefined)	2	2	-0.3	1[fluorescence artefact?]	-4	1	0	-14	2
C=CC[N+](C)(C)CCN1C(=O)C2C(c3ccccc3)C=CC(c3ccccc3)C2C1=O (centres undefined)	1	-8	0.9	1	0	-2	-14	-14	-6
COc1ccc(CCC(C)NCC2CCCCC2)cc1 (centres undefined)	-9	0	-0.6	-2	3	2	1	6	-13
CCc1ccc(NC(=O)C(=O)N/N=C(\C)CC(=O)Nc2ccc(OC)cc2)cc1	-7	3	0.3	-7	5	0	19	-1	1
COc1ccc(-n2c(=S)[nH]c3cc(C(=O)NCCCN4CCCC4=O)ccc3c2=O)cc1OC	-17	-10	0.5	-5	-1	2	10	3	-5
CCCC1CCC(=NNC(=O)OC(C)(C)C)CC1 (centres undefined)	-12	-3	0.2	-2[fluorescence artefact?]	-5	2	-2	-25	-2
CCS(=O)(=O)C1=NSC2=NC(=O)/C(=C\c3cc(C)n(-c4cccc(OC)c4)c3C)C(=N)N21	-36	2	0.1	-1	25	x	55*	13	-7
O=C(COC(=O)c1cc(S(=O)(=O)N2CCCCC2)ccc1N1CCOCC1)NC1CCCCC1	1	-13	-0.2	-6	-3	-2	1	-25	-8
Cc1[nH]c2ccc(C(=O)NCC(C)(C)N3CCOCC3)cc2c1C	-4	-5	4.1	-10	1	-1	13	-1	-10
CCOC(=O)c1[nH]nc(N)c1NC(=O)c1ccc(Cl)cc1Cl	-9	-4	0.3	-3	-2	-1	4	1	-18
O=C(O)/C=C/C(=O)NCCc1ccc(Cl)cc1	3	-9	0.4	6	-3	1	-9	-7	-6
COCCn1c(SCC(=O)Nc2ccc3[nH]c(=O)[nH]c3c2)nc2ccccc2c1=O	-2	-10	0.0	2	-4	0	16	-23	x
O=C(COC(=O)c1ccc2ncsc2c1)Nc1ncc(Cl)cc1Cl	-15	0	0.7	73*[fluorescence artefact?]	0	1	0	3	1
COc1ccc(-c2nc(/C=C3\C(C)=Nc4ccccc43)c(O)o2)cc1	-27	-10	1.5	-4	-19	-11	-21	27	-5

(more compounds)
SMILES	p47phox inh	Tb hexokinase	zVAD death inh	14-3-3 Bad PPI	Runt-SMMHC FRET	Runt-CBFb FRET	Hck-Nef inh	EBV gp42 inh	MDM2 E3 inh
CSc1nc2c(c(=O)n1-c1ccc(F)cc1)SCC2	-12	-15	0.1	-11	1	-2	13	-14	x
COc1ccc(C2CC(c3cccs3)Nc3nnnn32)cc1 (centres undefined)	-2	4	2.5	-3	2	-1	25	-14	-13
COc1ccc(-c2nnn(CC(=O)N(CCCN3CCOCC3)C(C(=O)NC3CCCC3)c3ccc(C)o3)n2)cc1 (centres undefined)	0	-11	-0.1	6	-4	-2	18	-8	-8
O=C(NCCc1ccccc1)C(c1cccs1)N(C(=O)c1csnn1)C1CC1 (centres undefined)	-4	-3	0.2	-4	-1	-1	0	4	-1
COc1ccccc1C(=O)NNC(=O)c1sccc1-n1cccc1	-6	-7	3.5	-20	1	-2	21	5	-14
CCCCC(O)(CCN1CCOCC1)c1ccc(Cl)cc1 (centres undefined)	-10	-2	-0.1	54	3	-1	0	9	4
Cc1ccccc1-c1nnc(-c2ccccc2)o1	-2	-10	1.5	-1	-8	0	-1	-18	-8

Among those listed so far, these have an NH in an aromatic ring.
SMILES	p47phox inh	Tb hexokinase	zVAD death inh	14-3-3 Bad PPI	Runt-SMMHC FRET	Runt-CBFb FRET	Hck-Nef inh	EBV gp42 inh	MDM2 E3 inh
COc1ccc(NS(=O)(=O)c2cc([N+](=O)[O-])ccc2N/N=C\c2c(C)[nH]c3ccccc23)cc1	-20	-19	-0.6	0	-15	-12	4	-6	-7
COc1ccc(-c2cc(=O)n(-c3nc4ccccc4[nH]3)[nH]2)cc1	-7	-3	-0.1	-15	-7	6	-3	-5	-3
Cc1n[nH]c(=O)nc1NCc1ccco1	-9	3	-1.1	3	-6	1	3	-3	0
O=C(Nc1ccc2[nH]c(=O)[nH]c2c1)c1cc(F)c(F)cc1Cl	-6	12	0.1	32	-2	3	23	5	x
O=c1c2[nH]c3ccc(F)cc3c2ncn1CCN1CCOCC1	0	-4	1.1	-18	-2	-1	1	-25	-9
Cc1cccc(/C=C/c2nc3ccccc3c(=O)[nH]2)c1	7	-20	1.2	-3	1	0	27	2	-40
CCCCn1c(CCC(=O)O)nc2c1c(=O)[nH]c(=O)n2CCC	-7	8	0.2	-1[fluorescence artefact?]	-2	2	-21	-9	-10
Cc1[nH]c2ccc(C(=O)OCCN(C)C)cc2c1C	16	-1	-0.1	1[fluorescence artefact?]	3	-2	1	3	-14
COc1ccc(-n2c(=S)[nH]c3cc(C(=O)NCCCN4CCCC4=O)ccc3c2=O)cc1OC	-17	-10	0.5	-5	-1	2	10	3	-5
Cc1[nH]c2ccc(C(=O)NCC(C)(C)N3CCOCC3)cc2c1C	-4	-5	4.1	-10	1	-1	13	-1	-10
CCOC(=O)c1[nH]nc(N)c1NC(=O)c1ccc(Cl)cc1Cl	-9	-4	0.3	-3	-2	-1	4	1	-18
COCCn1c(SCC(=O)Nc2ccc3[nH]c(=O)[nH]c3c2)nc2ccccc2c1=O	-2	-10	0.0	2	-4	0	16	-23	x

Screening results deposited in PubChem by several laboratories.
